HCV inhibitor – inhibitors of hepatitis C virus infection | Huh7.5.1 HCVcc-Cre infection, luciferase reporter, 44 h | Potency, µM (titrated, usually from 41.8 µM), inactives show at the highest dose activity change, negative = inhibition, actives largely listed as inhibitors | hit rate 3.4% among 340,000 | AID 651820
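Reporter virus HCVcc-Cre (~0.5 moi) infects cells exposed to compound; seeding density 1,000 cells/well with 4 h settling beforehand. Luminescence, 15 sec read, taken 44 h post-infection following a 15 min RT substrate incubation.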
Pf growth 96h – P. falciparum growth inhibition at 96 hour, primary screen for plastid delayed-death inhibitors; P. falciparum luciferase reporter growth, 96 h; Potency, µM (doses to about 28.7 µM), inactives show at the top dose activity change, negative = inhibition, usual class: inhibitors; hit rate 6.9% among 320,000; AID 504834
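Parasite growth measured via integrated firefly luciferase reporter in P. falciparum. Infected erythrocytes at 2% hematocrit, 0.05% parasitemia final were treated 96 hours at 37 C under 5% CO2, and luminescence was read.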
Pf growth 48h – inhibits P. falciparum growth in the first generation, 48 h. P. falciparum luciferase growth in erythrocytes, 48 h. hit rate 5.9% among 310,000. Potency, µM (series often up to 28.7 µM), without a hit: at the top dose activity change, negative = inhibition, usual class: inhibitors
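Luminescence readout; reporter = integrated firefly luciferase in P. falciparum. RBC culture at 2% hematocrit, 0.1% parasitemia final, 37 C/5% CO2; decreased signal taken as growth inhibition.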
Sm TGR block – blocks Schistosoma mansoni thioredoxin glutathione reductase; Q962Y6; purified TGR, DTNB reduction, TNB absorbance 405 nm; Potency, µM (titrated, usually from 114 µM), for inactives: at the highest dose activity change, negative = inhibition, usual class: inhibitors; hit rate 3% among 360,000; AID 485364; also: nearly all actives have a fitted effect of over 60% in size
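First, TGR (20 nM dispensed) and NADPH were mixed with compound. Second, a 15 min room-temperature incubation followed. Third, further NADPH and then DTNB were added to start the reaction. Finally, TNB absorbance was monitored kinetically.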
LmPK inhibitor – blocks Leishmania mexicana pyruvate kinase activity; hit rate 0.37% among 290,000; Q27686; Potency, µM (doses to about 57.5 µM), without a hit: at the highest dose activity change, negative = inhibition, usual class: inhibitors; purified LmPK, Kinase-Glo ATP luminescence, 1 h
Target sequence (Q27686 whole entry, looked up): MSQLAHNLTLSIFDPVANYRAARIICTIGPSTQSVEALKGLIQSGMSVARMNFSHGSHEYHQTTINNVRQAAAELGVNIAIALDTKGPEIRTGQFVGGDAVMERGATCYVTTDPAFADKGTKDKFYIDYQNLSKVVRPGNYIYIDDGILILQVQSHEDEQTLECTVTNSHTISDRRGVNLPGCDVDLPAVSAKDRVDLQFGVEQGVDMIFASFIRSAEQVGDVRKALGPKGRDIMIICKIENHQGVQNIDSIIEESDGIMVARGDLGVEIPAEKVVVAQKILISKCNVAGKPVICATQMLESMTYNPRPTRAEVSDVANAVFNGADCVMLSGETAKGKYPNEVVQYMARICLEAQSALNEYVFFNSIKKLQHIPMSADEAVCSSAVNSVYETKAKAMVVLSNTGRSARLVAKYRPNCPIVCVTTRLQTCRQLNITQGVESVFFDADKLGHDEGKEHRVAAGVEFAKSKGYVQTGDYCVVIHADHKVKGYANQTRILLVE
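qHTS format; LmPK 0.1 nM; substrates PEP 0.5 mM and ADP 0.1 mM. One-hour room-temperature incubation, then coupled luciferase luminescence; 0.5 nM enzyme wells mark activation.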
Tb PYK inh – T. brucei pyruvate kinase inhibition; Q57TT1; AID 624173; TbPYK enzyme, Kinase-Glo Plus ATP luminescence, 45 min; Potency, µM (series often up to 76.8 µM), inactives show top-dose activity, negative = inhibition, most hits filed as inhibitors; hit rate 0.12% among 410,000; also: nearly all actives have a fitted effect of over 50% in size
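In this concentration-response screen, enzyme-free wells defined baseline while DMSO plates tracked drift. Each reaction combined TbPYK, substrate, compound and 130 uM ADP for 45 min at room temperature. Kinase-Glo Plus luminescence gave the signal.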
* marks the source's active call; other numbers are inactive results; ? = inconclusive; nt = no result given; & = joins results of further samples; [ ] = remark or other dose. Calls follow the shape of the dose curve; as a rule, active = well fitted curve in the direction sought with a large enough effect; inconclusive = small, poorly fitted or top-dose-only effect, or another doubt; inactive = no such curve, though single readings can be large; an effect the other way counts as inactive or inconclusive. % is scaled to controls: 0 for no effect and ±100 for the full control effect; potency is read from the fitted curve at half-maximal effect. Rows were taken by chance; overall some 16% were active at least once.

Values run as follows: HCV inhibitor | Pf growth 96h | Pf growth 48h | Sm TGR block | LmPK inhibitor | Tb PYK inh
- COC(=O)c1c(NC(=O)CSc2nc3nc(C)cc(C)n3n2)sc(C)c1C
  -25% | 49%[activator] | -8% | -2% | 1% | -20%
- NCCc1c[nH]c2ccc(F)cc12
  nt | ? | 33%[activator] | 3% | -1% | nt
- Cc1cc(Nc2ccccc2)nc(N)n1
  -17% | ? | ? | -11% | -2% | -1%
- CC1CCCC(C)N1CC(O)COc1ccc(Cl)cc1 (configuration not stated)
  ? | ? | ? | 4% | 1% | -3%
- Cc1nc(Cc2nnc(SCC(=O)N3CCN(c4ccccc4)CC3)o2)cs1
  -11% | -13% | 15% | 2% | nt | -4%
- NC(=O)C1CC(=O)N(c2ccc(OCC(=O)Nc3ccc(F)cc3)cc2)C1 (configuration not stated)
  -8% | 7% | 4% | -1% | nt | 0%
- CCNC(=S)NNC(=O)c1cccn(Cc2ccc(Cl)cc2)c1=O
  -11% | 0% | -15% | 1% | 16% | -20%
- C=CCn1c(N)cc(=O)nc1SCC(=O)Nc1ccc(C)cc1
  6% | -1% | -6% | 10% | 2% | -1%
- Cc1ccc(N2C(=O)c3ccccc3C2(O)c2ncc[nH]2)cc1 (configuration not stated)
  6% | -3% | 12% | -2% | 0% | -5%
- Cc1ccc(Nc2nnns2)cc1C
  0% | ? | 4% | 4% | 0% | -21%
- Cn1c(C(=O)c2ccncc2)cc2ccccc21
  10% | ? | 13µM* | 19% | 0% | 6%
- COc1ccccc1-n1c(N)c(C(N)=O)sc1=S
  -6% | 0% | 27% | -6% | -5% | -17%
- C[C@H]1CCC(=O)N(CCSc2ccc(Br)cc2)CC1
  -5% | 56%[activator] | 44%[activator] | -8% | nt | -3%
- O=C(C1=C(O)C(=O)N(CCCN2CCOCC2)C1c1ccncc1)c1cc2ccccc2o1 (configuration not stated)
  6% | ? | 22% | 45µM* | 1% | nt
- Cc1ccc(C2(C)NC(=O)N(CC(=O)NC(C)c3ccccc3)C2=O)cc1 (configuration not stated)
  25% | -7% | -2% | 2% | 2% | 0%
- COc1cc(OC)c(OC)cc1/C=N/NC(=O)CC1C(=O)NN=C1C (configuration not stated)
  4% | 6% | 5% | -12% | 5% | 2%
- COc1cccc(/C=C/C(=O)OCC(=O)Nc2nnc(-c3ccccc3)o2)c1
  -6% | ? | 26% | 6% | nt | 4%
- CCN1C(=O)C(CC(=O)Nc2ccc(OC)cc2)N(CCc2ccc(OC)cc2)C1=S (configuration not stated)
  ? | -44% | ? | 12% | -2% | -2%
- O=C(NC(=S)Nc1ccc(Cl)cn1)C(c1ccccc1)c1ccccc1
  7% | 0% | ? | 15% | 1% | 4%
- COc1cc(C2N(c3cc(C)on3)C(=O)C3CCCN32)cc(OC)c1OC (configuration not stated)
  8% | 145%[activator] | -1% | -24% | 2% | 0%
- O=C(NCc1cccc(Cl)c1)C1CCCO1 (configuration not stated)
  21% | 32%[1.15 µM] | -22%[5.75 µM] | 12% | 1% | 1%
- COc1cc(C2C(C#N)=C(N)N(N(C)C)C3=C2C(=O)CC(C)(C)C3)ccc1O (configuration not stated)
  5% | 84%[activator] | -16% | -15% | 2% | -5%
- CCCc1c(C(=O)Nc2cc(C)on2)cnn1-c1ccccc1
  -8% | 9.3µM* | ? | 0% | -5% | -3%
- COc1cc(OC)cc(-c2c(-c3cccs3)c3cc(-c4ccc5c(c4)OCCO5)ccc3n2C)c1
  ? | ? | 6.6µM* | -27% | nt | -1%
- O=C(c1ccccc1C(=O)N(c1ccccc1)c1ccccc1)N1CCCCC1
  ? | ? | -4% | -9% | 4% | ?
- CNC(=O)C12CC3CC(C1)CC(c1ccc(C)cc1)(C3)C2
  0% | ? | -3% | -10% | 0% | 1%
- COc1ccc(-c2cn3ccc(C)cc3n2)cc1
  4% | 62%[activator] | 22% | 9% | 8.9µM* | -17%
- OCC1CCCCN1C(=S)NCc1ccco1 (configuration not stated)
  23% | ? | 71%[activator] | -2% | -3% | 2%
- CCN(CC)CCCNC(=O)c1nn(-c2ccc(OC)cc2OC)c(=O)c2ccccc12
  -11%&11% | ? | ? | -13% | 1% | 3%
- CC(C)OC(=O)CSc1nnc(-c2cccnc2)n1Cc1ccccc1
  -3% | 19% | -3% | 6% | -4% | 5%

Next section (7 carried over from the part before).
Values run as follows: HCV inhibitor | Pf growth 96h | Pf growth 48h | Sm TGR block | LmPK inhibitor | Tb PYK inh
- COc1cc(OC)cc(-c2c(-c3cccs3)c3cc(-c4ccc5c(c4)OCCO5)ccc3n2C)c1
  ? | ? | 6.6µM* | -27% | nt | -1%
- O=C(c1ccccc1C(=O)N(c1ccccc1)c1ccccc1)N1CCCCC1
  ? | ? | -4% | -9% | 4% | ?
- CNC(=O)C12CC3CC(C1)CC(c1ccc(C)cc1)(C3)C2
  0% | ? | -3% | -10% | 0% | 1%
- COc1ccc(-c2cn3ccc(C)cc3n2)cc1
  4% | 62%[activator] | 22% | 9% | 8.9µM* | -17%
- OCC1CCCCN1C(=S)NCc1ccco1 (configuration not stated)
  23% | ? | 71%[activator] | -2% | -3% | 2%
- CCN(CC)CCCNC(=O)c1nn(-c2ccc(OC)cc2OC)c(=O)c2ccccc12
  -11%&11% | ? | ? | -13% | 1% | 3%
- CC(C)OC(=O)CSc1nnc(-c2cccnc2)n1Cc1ccccc1
  -3% | 19% | -3% | 6% | -4% | 5%
- c1cncc(-c2noc(-c3ccc4ccccc4c3)n2)c1
  ? | 250%[activator] | 159%[activator] | 8% | 1% | 1%
- Cc1ccc(NC(=S)N(CCCN2CCCC2)Cc2cccn2Cc2ccc(Cl)cc2)cc1Cl
  0.56µM* | 41%[activator] | ? | 1% | 0% | -29%
- O=C(CN1CCN(S(=O)(=O)c2cc(Cl)ccc2Cl)CC1)Nc1ccc2c(c1)OCCO2
  ? | 57%[activator] | ? | -12% | 13% | -8%
- O=C(CN1CCN(Cc2cccc3ccccc23)CC1)NCCc1ccccc1
  ? | ? | -24% | -9% | 0% | 0%
- O=S(=O)(NCCSc1ccccn1)c1ccc(Cl)cc1
  11% | ? | -6% | 13% | -1% | 1%
- COC(=O)CN1C(C)=Nc2ccc(C)cc2C1c1ccccc1 (configuration not stated)
  9% | 90%[activator] | -9% | 0% | 2% | -4%
- N#C/C(=C\c1ccc(N2CCCCC2)o1)C(N)=O
  -11% | -7% | 85%[activator] | ? | 1% | -9%
- O=C(Nc1ccncc1)C1CCN(S(=O)(=O)c2ccccc2)CC1
  -10% | -15% | ? | -2% | nt | 1%
- CC1(C)CC(=O)C(C(=O)c2ccccc2)C(=O)C1Cl (configuration not stated)
  4% | 1% | ? | ? | 2% | 4%
- COc1ccc(Cl)cc1C(=O)NCC(c1ccco1)N1CCCC1 (configuration not stated)
  ? | 4.1µM* | ? | -23% | 2% | -12%
- O=C(NCc1ccccc1)c1ccc(Cl)cc1[N+](=O)[O-]
  2% | 12% | 25% | 6% | -11% | -6%
- CCOC(=O)c1[nH]c2ccccc2c1NC(=O)CCN1CCN(C(=O)OCC)CC1
  1% | -13% | ? | 9% | 5% | -3%
- CN(CC(=O)NC(=O)NCc1ccccc1)CC(=O)Nc1ccc(Cl)c(Cl)c1
  ? | ? | ? | 3% | nt | -7%
- Cc1ccc(S(=O)(=O)NCCC(=O)NC(C)CCc2ccccc2)cc1 (configuration not stated)
  ? | -1% | -2% | -1% | nt | 2%
- CCN(CC)CCn1c2c(c(SCC(=O)NCc3ccccc3)nc1=O)CCC2
  6% | 2% | -1% | -2% | nt | -3%
- CCOCCCNCc1ccc(OC)cc1
  17% | 16% | nt | -9% | -3% | -6%
- Cc1cc(NC(=O)COC(=O)c2cc([N+](=O)[O-])ccc2N2CCOCC2)ccc1Br
  7.1µM* | ? | ? | 6% | nt | 0%
- Cc1c(CCOC(=O)C23CC4CC(CC(C4)C2)C3)sc[n+]1Cc1ccccc1
  -5% | 46% | 3.3µM* | -11% | -4% | -2%
- COC(=O)c1ccc(C23CC4(C2)[C@H](CN(C)[C@@H]4c2ccccc2)C3c2ccccc2)cc1 (some centres not stated)
  -8% | ? | ? | 8% | 5% | 1%
- Cc1ccc(F)cc1NC(=O)c1ccc(NS(=O)(=O)c2ccc(Br)s2)cc1
  -8% | 18% | -1% | -17% | 4% | -2%
- COc1ccc(NC(=O)C(c2cc3c(cc2[N+](=O)[O-])OCO3)N2CCN(C=O)CC2)cc1 (configuration not stated)
  11% | -2% | 24% | 7% | -1% | -1%
- O=C(CCc1ccccc1)NCCS(=O)(=O)N1CCN(c2ccccc2)CC1
  ? | -2% | -3% | -4% | nt | 2%
- CCN(CC)C(=O)CN1CCC(n2c(C)nc3cc(C(F)(F)F)ccc32)CC1
  17% | ? | ? | 4% | 0% | -5%
- CCOc1ccc(N(CC(=O)NC2CCCC2)S(=O)(=O)c2ccccc2)cc1
  -11% | 28% | -34% | -2% | -1% | -8%
- CC(=O)c1sc(N/N=C/c2ccc(C(C)C)cc2)nc1C
  -13% | ? | -12% | 2% | 4% | -7%
- NC(=O)C1CCN(c2nc(C3CC3)nc3c2nnn3Cc2ccccc2)CC1
  ? | ? | 13µM* | -19% | 8% | -1%
- COc1cccc(CN(C)CC(=O)NNC(=O)c2ccc(Cl)cc2)c1
  -6% | 34%[activator] | 6% | -1% | -2% | -5%
- CC(NC1CCCCC1)C(O)C12CC3CC(CC(C3)C1)C2 (configuration not stated)
  ? | nt | 7.4µM* | -4% | -3% | -5%
- c1ccc2c(CN3CCCCC3)c[nH]c2c1
  6% | -32% | -15% | 9% | 0% | 3%
- O=C(Nc1ccccc1C(F)(F)F)c1c(F)cccc1Cl
  26% | ? | -3% | nt | 0% | 2%
- Cc1ccc(NC(=S)c2ccc(N(C)C)cc2)cc1
  2% | 50%[activator] | 71%[activator] | -11% | -5% | 5%
- CC(CNC(=O)c1ccc(OC2CCN(Cc3ccccn3)CC2)cc1)Oc1cccnc1 (configuration not stated)
  11% | -9% | -18% | -28% | 3% | -4%
- Cc1nc(N2CCN(c3ccccn3)CC2)c2c(C)c(C(=O)N3CCN(c4ccc(F)cc4)CC3)sc2n1
  ? | 1% | 4.7µM* | -11% | -3% | 0%
- Fc1ccc(C(CCNCc2ccccn2)c2ccc(Cl)cc2)cc1 (configuration not stated)
  ? | ? | 9%[0.00184 µM] | ? | -4% | -15%
- CCOC(=O)C1=C(CNCCOc2ccc(OC)cc2)NC(=O)NC1c1ccc2c(c1)OCO2 (configuration not stated)
  ? | ? | 12µM* | 8% | -16% | 0%
- CN(C)S(=O)(=O)c1ccc(C(=O)OCC(=O)c2ccc3c(c2)NC(=O)CO3)cc1
  6% | -2% | -1% | -1% | 3% | -6%
- CCOC(=O)c1cc(S(=O)(=O)Nc2ccc(OC)cc2OC)cn1C
  6% | 35%[activator] | 47%[activator] | 56µM* | -4% | -1%
- CCCN1CCc2c(sc(NC(=O)c3ccc(S(=O)(=O)N(C)c4ccccc4)cc3)c2C(=O)NC)C1
  ? | 2.6µM* | 3.3µM* | 3% | 1% | 5%
- Cc1ccc2c(c1)N(C(=O)CCC(=O)Nc1ccccc1Cl)CC(C)O2 (configuration not stated)
  -24% | ? | ? | 9%&10% | -9% | -1%&-1%
- CCN(CC)C(=O)CCc1nnc(CCc2c[nH]c3ccccc23)o1
  1% | 0% | -4% | 0% | 7% | -5%
- COc1ccc(CN(CC2CCC(C(=O)O)CC2)C(=S)Nc2cc(C)ccc2C)cc1 (configuration not stated)
  -3% | 53%[activator] | 24% | 8% | -1% | 6%

Screening data deposited in PubChem BioAssay by National Center for Advancing Translational Sciences (NCATS).
